AID inh: blocks human AID cytidine deaminase activity; actives 0.32% (n = 91,000); AID deamination FRET fluorescence, UDG-coupled, 4 h; Potency, µM (top dose mostly 115 µM), without a hit: at the top dose activity change, negative = inhibition, most hits filed as inhibitors; Q9GZX7; also: nearly all actives have a fitted effect of over 25% in size
Target sequence (Q9GZX7 whole entry, looked up): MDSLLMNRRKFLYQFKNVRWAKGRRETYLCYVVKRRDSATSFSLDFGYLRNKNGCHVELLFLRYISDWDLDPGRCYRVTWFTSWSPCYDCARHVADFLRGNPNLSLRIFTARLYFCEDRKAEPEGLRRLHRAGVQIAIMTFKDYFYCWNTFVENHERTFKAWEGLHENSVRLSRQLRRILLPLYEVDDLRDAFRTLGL
UDG counterscr: UDG inhibition counter-screen; FRET deamination/UDG coupled assay, UDG read, 4 h; Potency, µM (top dose mostly 115 µM), without a hit: at the top dose activity change, negative = inhibition, actives largely listed as inhibitors; actives 0.14% (n = 91,000); AID 1347430; also: nearly all actives have a fitted effect of over 65% in size
* = called active by the depositor; ? = inconclusive; [ ] = another dose, or the depositor's remark. Calls follow the shape of the dose curve; as a rule, active = well fitted curve in the direction sought with a large enough effect; inconclusive = small, poorly fitted or top-dose-only effect, or another doubt; inactive = no such curve, though single readings can be large; an effect the other way counts as inactive or inconclusive. % is scaled to controls: 0 for no effect and ±100 for the full control effect; potency is read from the fitted curve at half-maximal effect. An excerpt; rates above refer to the full screens.

SMILES | AID inh | UDG counterscr
C=CCc1c(C)nc(Nc2nc(C)c3cccc(C)c3n2)[nH]c1=O | -19% | 29%
CN(CCC#N)S(=O)(=O)c1cc(Br)ccc1Br | 2% | 0%
O=C(CCc1ncc(-c2ccc(Cl)cc2Cl)o1)NCc1ccccc1 | 0% | 2%
CCCCn1cc(S(=O)(=O)c2ccc(F)cc2)c(=O)c2ccccc21 | -10% | -4%
Cc1cccc(-c2nc3c4ccccc4nc(NCCc4ccccc4)n3n2)c1 | -26% | -15%
O=C1NC2(C(=O)Nc3ccc(Cl)cc3)CCC(=O)N2c2ccccc21 (stereo not drawn) | 2% | 4%
CC(C)c1ccc(NC(=O)C2CCCN(S(=O)(=O)c3ccc4[nH]c(=O)oc4c3)C2)cc1 (stereo not drawn) | -1% | -7%
Oc1ccc2ccccc2c1SSc1c(O)ccc2ccccc12 | 30%[activator] | -16%
CCCc1cc(=O)[nH]c(SCc2nc(-c3ccc(OC)cc3)no2)n1 | -20% | -2%[57.5 µM]
CCOCCCNC(=O)C(NC(=O)c1cccc(C)c1)C(C)C (stereo not drawn) | 0% | -4%
COc1ccc(CCNC(=O)CCc2c(C)c3cc4c(C)c(C)oc4cc3oc2=O)cc1OC | ? | -10%
Cc1ccc(-c2ccc(CCC(=O)Nc3nnc(C)s3)o2)cc1 | 7% | -3%
COc1cc(CNCCSc2nnnn2C)ccc1OCc1ccccc1 | -5% | -2%
CN(Cc1ccsc1)C(=O)c1ccsc1 | 4% | 7%
COc1ccc(-c2c(C)nn3c(C(F)(F)F)cc(-c4ccccc4)nc23)cc1 | 7% | 0%
CCCCCCCn1c(SCC(=O)c2ccccc2)nc2c1c(=O)[nH]c(=O)n2C | -6% | -1%
O=C(NCC(c1ccco1)N1CCCCC1)c1cc2ccccc2oc1=O (stereo not drawn) | -2% | -1%
CCOC(=O)C1=C(N)Oc2c(oc(CO)cc2=O)C1c1ccccc1C(F)(F)F (stereo not drawn) | -2% | -7%
CC(C)n1c(SCCC(=O)O)nc2c1c(=O)[nH]c(=O)n2C | -4% | -6%
CCOc1ccc2nc(NC(=O)c3noc4c3COc3ccccc3-4)sc2c1 | -17% | 2%
O=C(CS(=O)(=O)c1cccc2nsnc12)N1CCN(c2ccc(F)cc2)CC1 | 34%[activator] | -3%
Nc1nc(-c2ccc(Cl)cc2)nn1C(=O)c1ccc(F)cc1 | 6% | 5%
Cc1ccc(NC(=O)c2sc3nc(-c4ccc(F)cc4)ccc3c2N)cc1F | 5% | -15%
O=C(Nc1ccc(F)cc1)c1oc2ccccc2c1NC(=O)C1CCCCC1 | 13% | -8%
Cc1ccc2oc(-c3ccc(NC(=O)c4oc5ccc(Cl)cc5c4C)cc3)nc2c1 | 27% | -1%
CCCn1nc(C(=O)Nc2cccc(C)c2C)c2ccccc2c1=O | -15% | -1%
O=C(NCCCCCCCN1CCCC1)c1ccco1 | 2% | 2%
Cc1ccc(COc2ccc(C=O)cc2Cl)cc1 | -21% | -13%
COc1ccc(C(=O)NCc2coc(-c3cccs3)n2)c(F)c1 | -5% | -12%
CCOC(=O)C1CCCN(C(=O)C2CCN(c3nnc(C)c4c(C)n(-c5ccccc5)nc34)CC2)C1 (stereo not drawn) | ? | -6%
COc1ccc(-c2cc(C)no2)cc1S(=O)(=O)N1CCc2ccccc21 | 3% | 11%
CN(C)CCN(CC1CCCCC1)C(=O)Nc1ccc(Cl)cc1 | -10% | -7%
COC(=O)Cc1c(C)c2ccc3c(c2oc1=O)CN(Cc1ccccc1Cl)CO3 | 31%[activator] | 19%
CC(=O)Nc1ccc(N2C(=O)C(=O)/C(=C(/O)c3ccc(Cl)cc3)C2c2ccc(Cl)cc2)cc1 (stereo not drawn) | ? | 0%
CCOc1ccc(-c2nc(C#N)c(N3CCN(C)CC3)o2)cc1 | -16% | ?
CCOc1ccc(NC(=O)CN2C(=O)C3(SCC(=O)N3c3ccc(F)cc3)c3ccccc32)cc1 (stereo not drawn) | -9% | -8%
C#CCOc1ccc(C2C(C(=O)OC)=C(C)NC3=C2C(=O)c2ccccc23)cc1OCC (stereo not drawn) | 38%[activator] | 1%
Cc1ccc(CNC(=O)CCCN2C(=O)CCn3nc(-c4cn(C)c5ccccc45)cc32)cc1 | 4% | 39%[activator]
CC(C)(C)NC(=O)NCC(=O)N1CCc2ccccc21 | -9% | 0%
CS(=O)(=O)NCCc1ccc(C(=O)O)cc1 | 9% | -6%
CC(=O)c1ccccc1NC(=O)Cc1ccc(C)c(C)c1 | -6% | 6%
COCCNC(=O)NC(=O)COC(=O)c1ccc(COc2ccc3c(C)cc(=O)oc3c2)cc1 | ? | 2%
CCOc1ccc(NS(=O)(=O)c2ccc(OCC(=O)NCc3ccc4c(c3)OCO4)c(C)c2)cc1 | -12% | 12%
CCN(Cc1ccccc1)Cc1cc(=O)oc2ccc(C)cc12 | -4% | 1%
CCN(CC(=O)NC(C)C)Cc1nc(-c2cccs2)oc1C | 0% | -5%
O=S(=O)(NC1CCN(S(=O)(=O)c2cc(C(F)(F)F)ccc2Cl)CC1)c1cccs1 | -2% | 0%
CCOC(=O)c1cc(-c2ccccc2)n(CCC(=O)NCCc2ccc(OC)c(OC)c2)c1C | -15% | 37%[activator]
Cc1cc(F)ccc1NS(=O)(=O)c1c(C)nc2scc(C)n2c1=O | -9% | 7%

Overlap with the part before: seven compounds, followed by the next part.
SMILES | AID inh | UDG counterscr
COCCNC(=O)NC(=O)COC(=O)c1ccc(COc2ccc3c(C)cc(=O)oc3c2)cc1 | ? | 2%
CCOc1ccc(NS(=O)(=O)c2ccc(OCC(=O)NCc3ccc4c(c3)OCO4)c(C)c2)cc1 | -12% | 12%
CCN(Cc1ccccc1)Cc1cc(=O)oc2ccc(C)cc12 | -4% | 1%
CCN(CC(=O)NC(C)C)Cc1nc(-c2cccs2)oc1C | 0% | -5%
O=S(=O)(NC1CCN(S(=O)(=O)c2cc(C(F)(F)F)ccc2Cl)CC1)c1cccs1 | -2% | 0%
CCOC(=O)c1cc(-c2ccccc2)n(CCC(=O)NCCc2ccc(OC)c(OC)c2)c1C | -15% | 37%[activator]
Cc1cc(F)ccc1NS(=O)(=O)c1c(C)nc2scc(C)n2c1=O | -9% | 7%
Cc1nn(C)c(C)c1S(=O)(=O)N(CC(=O)N1CCN(c2ccccc2)CC1)c1ccc(C(C)C)cc1 | -15% | -22%
FC(F)C(F)(F)Sc1nc2ccccc2[nH]1 | 0% | -2%
COc1ccc(Cl)cc1NC(=O)CN(C)S(=O)(=O)c1ccc(Br)s1 | 3% | -14%[57.5 µM]
NC1=NC(c2cccc(Cl)c2)n2c(nc3ccccc32)N1 (stereo not drawn) | 1% | -11%
O=C(O)/C(=C\c1ccc(F)cc1)NC(=O)c1ccco1 | 3% | 4%
Cc1ccc(NC(=O)c2cc(-c3cccnc3)nc3ccccc23)c(O)c1 | -8% | 4%
N#Cc1ccc(OCc2cccc3ccccc23)c(Cl)c1 | -7% | -6%
Cc1ccc(NC(=O)C2CCCCC2)cc1Cl | -1% | -3%
COc1ccc(NC(=O)c2oc3c(c2C)-c2nn(Cc4c(F)cccc4Cl)cc2CC3)c(OC)c1 | 111%[activator] | -5%[57.5 µM]
Cc1cc(Br)cc(C)c1OCC(=O)Nc1ccc(S(=O)(=O)Nc2ncccn2)cc1 | -4% | 5%[57.5 µM]
O=C(O)c1ccccc1C(=O)Nc1ccc(Br)c2cccnc12 | 52%[activator] | 15%
COc1ccc(NC(=O)c2cnc(Nc3ccc(C)c(Cl)c3)c3ccccc23)c(OC)c1 | 20% | -12%

Ordered by heavy-atom count (high to low): 3 of the compounds above.
SMILES | AID inh | UDG counterscr
N#Cc1ccc(OCc2cccc3ccccc23)c(Cl)c1 | -7% | -6%
O=C(O)/C(=C\c1ccc(F)cc1)NC(=O)c1ccco1 | 3% | 4%
Cc1ccc(NC(=O)C2CCCCC2)cc1Cl | -1% | -3%

Next entries
SMILES | AID inh | UDG counterscr
Cc1ccc(-c2nc3n(n2)C(CC(=O)Nc2ccc(C(C)C)cc2)C(=O)N3)cc1 (stereo not drawn) | -8% | 4%
CCOc1ccc(S(=O)(=O)Nc2ccc(C)cc2)cc1-c1nc2c(C(C)(C)C)nn(C)c2c(=O)[nH]1 | -5% | -5%
CCn1c(=O)n(CC)c2cc(N3CCCC3)c(NC(=O)Nc3cccc(SC)c3)cc21 | -19% | -17%
CCOc1ccccc1Oc1c(C)oc2cc(OC(=O)C(C)C)ccc2c1=O | 2% | 6%
CCN(CC)S(=O)(=O)c1ccc(NS(=O)(=O)c2ccc(C)cc2)cc1 | -14% | -7%
Cc1cccc(NC(=O)NC2COc3ccccc3C2)c1C (stereo not drawn) | 7% | 43%[activator]
Cc1cccc(C(=O)N2CCC(N3CCN(Cc4ccc(F)cc4)C(=O)C3=O)CC2)c1 | -3%[57.5 µM] | -3%[57.5 µM]
CC(=O)Nc1ccc(NC(=O)C2(c3cccs3)CCOCC2)cc1 | 21% | ?
Cc1ccc(Cl)cc1N1CCN(CCNC(=O)Nc2ccccc2Cl)CC1 | 10% | -7%
COc1ccc(CNC(=O)CN(c2cccc(Cl)c2Cl)S(=O)(=O)c2ccccc2)cc1 | -7% | -4%
Cc1ccc(CNCc2ccc(-c3cccc(C(=O)O)c3)o2)cc1 | 1% | -1%
Cc1ccc(NC(=O)CSc2nc3ccc(NC(=O)COc4ccc(C)cc4)cc3s2)cc1 | 22% | 46%[activator]
O=C(CSc1nc2c(c(=O)[nH]1)CCC2)Nc1cc(C(F)(F)F)ccc1Cl | 1% | ?
COc1cccc(Cn2c(=O)n(Cc3ccco3)c(=O)c3oc4ccccc4c32)c1 | -20% | -1%
Cc1cccc(C)c1OCCCN | 8% | 1%
COc1cc(Cl)c(C)cc1NC(=O)c1sc2nc3n(c(=O)c2c1C)CCCCC3 | 8% | 9%
Cn1c(=O)c2c(nc(NCc3ccccc3)n2Cc2cccc(F)c2)n(C)c1=O | -19% | -18%
CCOC(=O)c1ccc(N2CCN(C(C)=O)CC2)c(NC(=O)c2ccc(OC)cc2)c1 | 4% | -8%
COc1cc(NC(=O)c2c(C)oc3ncnc(N4CCCCC4)c23)cc(OC)c1 | -8% | -5%
CCc1ccc(-n2c(SCc3ccccc3F)nc3[nH]ncc3c2=O)cc1 | ? | -2%
O=C(/C=C/c1ccc(-c2ccccc2Cl)o1)c1ccccc1 | 1% | 3%
Cc1csc(/C(C#N)=C\C2=Cc3cc(Cl)ccc3OC2)n1 | 3% | -9%
COc1ccc(-c2c(C)nn3c4c(cnc23)C(=O)CC(c2ccc(C)cc2)C4)cc1 (stereo not drawn) | -3% | -7%
CC(C)NC(=O)c1ccc([N+](=O)[O-])cc1 | -6% | -10%
COc1cc2c(cc1OC)-c1nnc(-c3cccnc3)n1C(C)(C)C2 | 2% | 2%
Cc1cc(C)cc(NS(=O)(=O)c2ccc3[nH]cc(C(=O)NCc4ccco4)c(=O)c3c2)c1 | 124%[activator] | -6%[57.5 µM]
O=C1/C(=C/c2ccccc2F)CSc2ccccc21 | -15% | -8%
Cn1c(N2CCCCC2)nc2c1c(=O)n(Cc1ccccc1)c(=O)n2C | -4% | -2%
Cc1c(-c2cccc(NC(=O)Cc3ccccc3)c2)nc2ncccn12 | ? | -14%
CC(C)CC(=O)Nc1nnc(SCc2cc(=O)n3ccccc3n2)s1 | 12% | 8%
CCCn1c(N2CCN(Cc3c(F)cccc3Cl)CC2)nc2c1c(=O)[nH]c(=O)n2C | -16% | -10%
COc1ccc(C(=O)Nc2ccc(NC(=O)C34CC5CC(CC(C5)C3)C4)cc2)cc1 | -4% | 3%
CCC(C(=O)Nc1nnc(COc2ccccc2)s1)c1ccccc1 (stereo not drawn) | -3% | 5%
CCN(CC(=O)Nc1ccc(NC(C)=O)cc1)C(=O)c1nn(-c2ccccc2)c2c1CCC2 | 0% | 6%
CCOc1ccc(CNCc2c(C(=O)O)n(Cc3ccccc3F)c3cc(OC)ccc23)cc1 | ? | 10%
Cc1oc(-c2ccccc2F)nc1CSc1nnc(C)n2c1cc1occc12 | 16% | 5%
COc1ccc(C(=O)Nc2nc(-c3ccc(Br)s3)ns2)cc1 | 6% | -1%
Cc1cccc(C)c1NC(=O)CNC(=O)c1cc2ccc(F)cc2nc1C | 3% | 2%
Cc1ccc(Cn2c(C)c3cnn(CC(=O)N4CCN(c5cc(C)ccc5C)CC4)c(=O)c3c2C)cc1 | ? | -16%
COc1ccccc1OC(=O)COc1c(C)cc(Br)cc1Cl | 0% | 2%
Cc1ccccc1NC(=O)NCCc1c[nH]c2ccccc12 | -21% | 5%
COC(=O)c1ccc(NC(=O)CSc2nc(C)cc(C)c2C(=O)Nc2ccccc2)cc1 | 2% | -2%
CC(=O)Nc1ccc(-c2nnc3n(CC(C)C)c(=O)c4ccccc4n23)cc1 | 8% | -2%
O=C(NCc1ccc(F)cc1)c1c2c(nc3ccccc13)C(=O)N(C1CCCCC1)C2 | -7% | -1%
O=Cc1c(-c2ccc(Cl)cc2)[nH]c2ccc(Br)cc12 | -8% | -12%
O=C(Nc1cccc(C(F)(F)F)c1)c1cc(S(=O)(=O)N2CCCC2)c[nH]1 | -8% | 6%
